Assay outcomes (PubChem BioAssay)
Vif-A3F inh – inhibitors of Vif-A3F interaction | HeLa A3F-eYFP + Vif (tagged APOBEC3F with the HIV-1 protein that degrades it), YFP fluorescence increase | Potency, µM (series often up to 46.1 µM), without a hit: top-dose activity, negative = active | 0.2% of 390,000 active | AID 602313; note: potency is the fitted concentration of half-maximal effect; % of control where 0% means no effect; nearly all actives have a fitted effect of over 65% in size
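HeLa cells stably expressing A3F-eYFP plus Vif, plated and incubated overnight at 37 deg C, then exposed to compounds overnight at 37 deg C. Blocked degradation read as raised yellow fluorescence (Ex 488/Em 500-530).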
IDH1 R132H inh – inhibitors of human mutant IDH1 R132H; IDH1-R132H enzyme, NADPH consumption, diaphorase/resazurin fluorescence; O75874; Potency, µM (highest dose often 76.6 µM), inactives show at the highest dose activity change, negative = inhibition, most hits filed as inhibitors; 0.093% of 390,000 active; AID 602179; note: potency is the fitted concentration of half-maximal effect; % is set by controls: 0 for no effect and ±100 for the full control effect; nearly all actives have a fitted effect of over 65% in size
Target sequence (O75874 whole entry R132H, stated change not applied): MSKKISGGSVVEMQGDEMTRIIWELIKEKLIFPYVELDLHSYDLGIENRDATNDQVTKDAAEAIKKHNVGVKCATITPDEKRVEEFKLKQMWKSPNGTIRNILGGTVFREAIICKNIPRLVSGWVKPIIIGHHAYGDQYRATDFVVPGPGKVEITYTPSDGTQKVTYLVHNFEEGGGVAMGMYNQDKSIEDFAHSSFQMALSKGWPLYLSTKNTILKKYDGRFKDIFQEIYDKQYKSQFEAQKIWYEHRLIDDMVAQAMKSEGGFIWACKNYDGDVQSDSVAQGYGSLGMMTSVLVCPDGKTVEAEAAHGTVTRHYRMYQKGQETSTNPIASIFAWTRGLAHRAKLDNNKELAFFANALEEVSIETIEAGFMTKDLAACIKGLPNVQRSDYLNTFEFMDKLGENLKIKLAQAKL
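IDH1-R132H (0.5 ug/mL dispensed) in pH 7.5 Tris buffer was preincubated 30 min with compound, then given a substrate mix of 0.016 mM NADPH and 2 mM alpha-KG for 80 min at room temperature; remaining NADPH was read by diaphorase/resazurin fluorescence.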
Vif-A3G inh – blocks the Vif interaction with human APOBEC3G; HeLa A3G-eYFP + Vif (tagged APOBEC3G with the HIV-1 protein that degrades it), YFP fluorescence, overnight; 0.076% of 410,000 active; Q9HC16; Potency, µM (doses to about 46.1 µM), without a hit: at the highest dose activity, negative = active, hits mostly inhibitors; AID 602310;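 note: potency is the fitted concentration of half-maximal effect; % is set by controls: 0 for no effect and ±100 for the full control effect; nearly all actives have a fitted effect of over 60% in size; hits raise eYFP signal because A3G escapes Vif-driven loss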
Target sequence (Q9HC16 whole entry, looked up): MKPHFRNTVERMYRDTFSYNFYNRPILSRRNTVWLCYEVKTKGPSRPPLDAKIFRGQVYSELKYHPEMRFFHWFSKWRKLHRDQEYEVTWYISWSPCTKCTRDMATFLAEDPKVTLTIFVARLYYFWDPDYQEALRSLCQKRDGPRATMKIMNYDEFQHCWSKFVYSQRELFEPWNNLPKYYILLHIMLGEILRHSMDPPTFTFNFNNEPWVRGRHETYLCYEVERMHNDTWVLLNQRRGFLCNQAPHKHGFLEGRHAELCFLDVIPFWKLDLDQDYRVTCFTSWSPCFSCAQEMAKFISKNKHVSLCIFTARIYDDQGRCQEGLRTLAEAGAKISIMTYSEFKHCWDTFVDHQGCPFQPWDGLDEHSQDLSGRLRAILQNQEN
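Read-out is eYFP fluorescence (Ex 488/Em 500-530) from Vif-expressing HeLa A3G-eYFP cells; more signal means A3G escaped Vif-mediated degradation. Cells plated overnight, compound pinned in, incubated overnight at 37 deg C.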
RGS4 inh – blocks human RGS4-accelerated GTP hydrolysis; Transcreener GDP fluorescence polarization, RGS4-accelerated GTP hydrolysis; Potency, µM (series often up to 114 µM), for inactives: top-dose activity change, negative = inhibition, most hits filed as inhibitors; P49798; 0.039% of 390,000 active; note: potency is the fitted concentration of half-maximal effect; % is set by controls: 0 for no effect and ±100 for the full control effect; nearly all actives have a fitted effect of over 75% in size; some results filed as inactive show a strong effect at the top dose
Target sequence (P49798 whole entry, looked up): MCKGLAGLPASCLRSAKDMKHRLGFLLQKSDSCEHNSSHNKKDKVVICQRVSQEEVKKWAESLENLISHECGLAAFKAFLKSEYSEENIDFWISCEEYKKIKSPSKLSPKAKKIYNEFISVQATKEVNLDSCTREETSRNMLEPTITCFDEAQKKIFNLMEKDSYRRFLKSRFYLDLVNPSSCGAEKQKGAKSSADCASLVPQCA
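MLSMR compounds (23 nl, pin-transferred) preincubated 10 min at room temperature with a 500nM (2x) first reagent, then RGS4 at 900nM (2x) plus Transcreener GDP mix added; fluorescence polarization (620/688 nm) read before and after 90 min at 30 °C.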
USP1 inh – blocks the human USP1/UAF1 deubiquitinase complex. recombinant USP1/UAF1, Ub-Rhodamine cleavage fluorescence. Potency, µM (top dose mostly 57.1 µM), without a hit: top-dose activity change, negative = inhibition, hits mostly inhibitors. 0.23% of 390,000 active. AID 743255; note: potency is the fitted concentration of half-maximal effect; % is set by controls: 0 for no effect and ±100 for the full control effect; nearly all actives have a fitted effect of over 60% in size; inactives centre near -12
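High-throughput fluorogenic screen: 1nM USP1/UAF1 complex, Ub-Rho substrate 150nM final, 50mM HEPES pH 7.8 with 0.5mM EDTA, 0.1 mg/ml BSA, 1mM TCEP and 0.01% Tween-20.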
Glioma ERSR ind – ER stress response induction in glioma; Potency, µM, for the others: at the highest dose activation, actives largely listed as activators; U87-MG GRP78 promoter luciferase reporter, 16 h; 0.02% of 420,000 active; note: potency is the fitted concentration of half-maximal effect; series mostly up to about 76 µM; % of control where 0% means no effect; nearly all actives have a fitted effect of over 35% in size
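Stably transfected U87-MG human glioma cells carrying a GRP78-based luminescent sensor were seeded at 1000 cells/well, pin-dosed with compounds and incubated 16 h. Luciferase reagent was then added, and end-point luminescence was read after 10 min at room temperature.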
TrxR1 substrate – rat thioredoxin reductase 1 substrate activity | purified TrxR1 substrate turnover, NADPH consumption readout | Potency, µM (series often up to 114 µM), without a hit: at the top dose activity change, negative = substrate turnover | 0.01% of 390,000 active | AID 588456; note: potency is the fitted concentration of half-maximal effect; % is set by controls: 0 for no effect and ±100 for the full control effect; nearly all actives have a fitted effect of over 50% in size
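Rat TrxR1, dispensed at 90 nM, was prereduced with 400 uM NADPH (final) for 5 min at ~22 deg C, then incubated with compound 15 min before 400 uM selenite. A first-read NADPH fluorescence drop versus no-compound background flagged substrates.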
rTrxR1 inhibitor – blocks rat thioredoxin reductase 1; O89049; AID 588453; Potency, µM (titrated, usually from 114 µM), for the others: top-dose activity change, negative = inhibition, hits mostly inhibitors; 1% of 390,000 active; recombinant rTrxR1, NADPH fluorescence consumption, selenite substrate; note: potency is the fitted concentration of half-maximal effect; % is set by controls: 0 for no effect and ±100 for the full control effect; nearly all actives have a fitted effect of over 65% in size
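Rat TrxR1 (90 nM in the dispensed reagent) was pre-reduced with 400 uM NADPH for 5 min at room temperature, then incubated with compound for 15 min. After 400 uM selenite was added, NADPH fluorescence (Ex 340/Em 450 nm) was followed for 8 min.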
LDHA block – blocks human lactate dehydrogenase A; purified LDHA, NADH/diaphorase-resazurin fluorescence; stronger effect = lower value; activity change, % (values are at about 110 or 230 µM); 0.15% of 480,000 active; AID 1347041; in the data active = activity change below about -30%; inconclusive = mostly about -25% to -30%;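 note: plate controls were DMSO wells for no effect and wells without enzyme for full effect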
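Resorufin fluorescence (ex540/em590), read at 0 and 20 min after diaphorase/resazurin addition, reports the NADH left after a 5 min room-temperature reaction of 2 nM human LDH5 with 0.06 mM NADH and 0.2 mM pyruvate.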
* = called active by the depositor; ? = inconclusive; / = no result given; & = joins results of further samples; [ ] = dose if it differs, or a comment. Unless noted, calls come from the whole dose curve; as a rule, active = well fitted curve in the direction sought with a large enough effect; inconclusive = small, poorly fitted or top-dose-only effect, or another doubt; inactive = no such curve, though single readings can be large; an effect the other way counts as inactive or inconclusive. A portion of the library, so the mix of outcomes need not match the whole.

SMILES	Vif-A3F inh	IDH1 R132H inh	Vif-A3G inh	RGS4 inh	USP1 inh	Glioma ERSR ind	TrxR1 substrate	rTrxR1 inhibitor	LDHA block
CC(C)Oc1ccc(C(=O)NC2CCN(Cc3ccccc3)CC2)cc1	-11%	10%	-2%	13%	-15%	7%	4%	28%	-1
Cc1ccc(OCC(=O)Nc2ccc3nc(SCc4ccccc4)sc3c2)cc1	-3%	2%	4%	39%	-2%	?	-8%	-5%	-5
CCC(C)SCC(=O)Nc1ccc(S(=O)(=O)N2CCOCC2)cc1OC (stereo not drawn)	2%	8%	0%	28%	-12%	1%	1%	12%	-3
Cc1ccc2ccc(S(=O)(=O)NCc3ccccn3)cc2c1	1%	-6%	1%	45%	-9%	7%	2%	11%	-5
O=C(CCCn1c(SCC(=O)Nc2ccccc2Cl)nc2ccccc2c1=O)NCC1CCCO1 (stereo not drawn)	-3%	3%	1%	15%[11.4 µM]	-7%	-3%	-5%	6%	-6
CCOC(=O)c1c(C)c(C(=O)N(C)C2CCCCC2)c(C)n1C	-3%	9%	-3%	11%	-15%	7%	-1%	12%	0
CCCCSc1[nH]c(=O)c(C(=O)OCC)cc1C#N	4%	0%	0%	-22%	4%	-3%	24%	-18%	2
Cc1cccc2sc(NC(=O)CSc3cn[nH]n3)nc12	0%	-6%	-4%	4%	-18%	-2%	12%	18%	-10
CCC(=O)Nc1nc(-c2ccccc2)ns1	-5%	9%	2%	-16%	-14%	8%	-2%	8%	0
CCCN1CNc2c(c(=O)[nH]c(=S)n2CCc2ccc(OCC)c(OCC)c2)C1	/	/	/	17%	/	/	-10%	-24%	-1
Cc1ccc(SCC(=O)c2ccc[nH]2)cc1	1%	10%	-3%	-1%	0%	0%	5%[57.1 µM]	9%[57.1 µM]	-4
CC(C)NC(=O)Nc1ccc2c(c1)C(=O)N([C@H](C)CO)C[C@H](C)[C@@H](CN(C)S(C)(=O)=O)O2	-3%	-2%	1%	-3%	-30%	3%	-7%	11%[57.1 µM]	4
COc1ccc(Nc2cc(C(=O)NCCCN3CCOCC3)c3ccccc3n2)cc1	-5%	-6%	2%	-7%	-30%	7%	-6%	-1%	-5
CC(=O)c1ccc(N2CCN(C(=O)c3ccc4nc[nH]c4c3)CC2)cc1	1%	-3%	1%	-16%	-21%	-2%	-2%[57.1 µM]	11%[57.1 µM]	-3
O=C(Nc1ccc(OC(F)(F)F)cc1)NC1CCC(Oc2ccc(C(=O)O)cc2)CC1 (stereo not drawn)	-4%	-20%	1%	16%	-12%	2%	11%[57.1 µM]	20%[57.1 µM]	-15
Nc1ccn(CCCNC2CCN(Cc3ccccc3)CC2)c(=O)n1	-6%	-4%	-2%	/	-12%	-4%	/	/	-10
CCC(C)NCc1ccc(C(=O)OC)o1 (stereo not drawn)	4%	0%	1%	-59%[56.9 µM]	-14%	-3%	-7%	-2%	-1
Cc1ccc(Oc2nc3ccccc3n3cccc23)cc1	-4%	9%	-11%	-16%	-24%	-3%	12%	17%[57.1 µM]	-2
COc1ccccc1NC(=O)N1CCC(NC(=O)C(Cc2ccccc2F)NC(C)=O)CC1 (stereo not drawn)	-10%	-8%	-2%	-10%	-28%	5%	6%	18%	-1
CN(C)c1ccc(CNC(=O)c2ccc3c(c2)N(C)C(=O)C2CCCCN32)cc1 (stereo not drawn)	-5%	11%	0%	-9%	-29%	-2%	-7%[57.1 µM]	-10%[57.1 µM]	5
O=C(Cc1ccc(-n2c(=O)[nH]c3ccsc3c2=O)cc1)NCc1cccnc1	5%	0%	0%	-25%	-18%	-3%	-3%	-2%	1
O=C(COc1ccc2c3c(c(=O)oc2c1)CCC3)N1CCCCC1	14%	0%	-6%	9%	-5%	0%	51%	1%[57.1 µM]	-3
Cc1ccc(C2=NN(C(=O)CSc3nccn3C)C(c3ccco3)C2)cc1 (stereo not drawn)	0%	-1%	?	-31%	-29%	-1%	6%	21%	-6
Cc1ccc(O)c(NC(=O)C2=CC(c3ccco3)=NS(=O)(=O)N2C)c1	1%&1%	1%&-3%	-2%&1%	-5%&10%	-20%&-9%	2%&0%	-4%&-4%	3%&9%	-1&4
Cc1[nH]nc2c1C1(CCC3(CC1)OCCO3)C(C#N)=C(N)O2	1%	-3%	1%	3%	-9%	-2%	-6%	-5%	2
Cn1nc(C(=O)OCC(=O)c2ccc(Br)cc2)c2ccccc2c1=O	?	4%	-1%	-13%	-12%	-4%	1%	2%	-1&2
CC1CN(S(=O)(=O)c2ccc(C(=O)Nc3nnc(-c4ccc5c(c4)CCCC5)o3)cc2)CC(C)O1 (stereo not drawn)	-10%	9%	-9%	-4%	-8%	-4%	12%	40%[activator]	1
CCN(CC)CCCN=C(N)N	0%	5%	1%	-9%[56.9 µM]	?	6%	12%[57.1 µM]	47%[activator][57.1 µM]	-1
Cc1cc2ccccc2n2c(SCC(=O)N3CCOCC3)nnc12	0%	7%	7%	0%	-7%	-3%	-4%	-8%	1
O=C(COCc1cc(-c2ccc3c(c2)OCO3)on1)NCc1ccc(F)cc1	-6%	-9%	-8%	-8%	-10%	-3%	2%	11%	-4

Grouped by structure: those above containing a cyano group (two)
SMILES	Vif-A3F inh	IDH1 R132H inh	Vif-A3G inh	RGS4 inh	USP1 inh	Glioma ERSR ind	TrxR1 substrate	rTrxR1 inhibitor	LDHA block
CCCCSc1[nH]c(=O)c(C(=O)OCC)cc1C#N	4%	0%	0%	-22%	4%	-3%	24%	-18%	2
Cc1[nH]nc2c1C1(CCC3(CC1)OCCO3)C(C#N)=C(N)O2	1%	-3%	1%	3%	-9%	-2%	-6%	-5%	2

Later entries
SMILES	Vif-A3F inh	IDH1 R132H inh	Vif-A3G inh	RGS4 inh	USP1 inh	Glioma ERSR ind	TrxR1 substrate	rTrxR1 inhibitor	LDHA block
O=C(O)CCCC(=O)Nc1ccccc1C(=O)N1CCOCC1	0%	-7%	-4%	16%	-8%	-2%	-5%	-7%	-3
COc1ccc(F)cc1C(=O)C1CCCN(C(=O)CSc2ccccn2)C1 (stereo not drawn)	-5%	0%	0%	-16%	-20%	-7%	-2%	8%[57.1 µM]	3
C=CCNc1nc(C(=O)OCC(=O)c2ccc(F)cc2)cs1	-11%	-13%	-2%	8%	-8%	7%	3%[57.1 µM]	5%[57.1 µM]	-9
COc1ccc(NC(C)=O)cc1S(=O)(=O)NC(C)c1ccc(-n2ccnc2)cc1 (stereo not drawn)	7%	-4%	1%	-3%	-17%	4%	-1%	17%	-13
Cc1c(Cl)cccc1-n1c(SCC(=O)N2CCC(C(=O)O)CC2)nc2ccccc2c1=O	-4%	3%	1%	-26%	-8%	-1%	-3%[57.1 µM]	16%[57.1 µM]	-1
Cc1c[n+]([O-])ccc1[N+](=O)[O-]	-10%	3%	-9%	4%	?	-3%	-1%	32%	13
CC(Sc1nnnn1-c1ccc(Cl)cc1)C(=O)NCC(=O)Nc1ccc(F)c(F)c1F (stereo not drawn)	0%	4%	0%	17%	-9%	-3%	-14%	-15%	-14
O=C1NCCSC1c1ccccc1 (stereo not drawn)	1%	3%	1%	9%	?	-10%	9%[57.1 µM]	16%[57.1 µM]	-9
CC(C)N(c1ccccc1)c1ccc(NC(=O)C2CCCO2)cc1 (stereo not drawn)	5%	14%	2%	10%	-3%	0%	0%	2%	-1
CN=CC1=C(O)CC(C)(C)CC1=O	3%	9%	0%	-12%	-14%	-2%	-11%	12%[57.1 µM]	-5
Cc1ccc(-n2c(CNc3ccc(F)cc3)nnc2SCC(=O)N2CCOCC2)cc1	1%	11%	2%	-3%	-8%	-5%	-6%[57.1 µM]	15%	2
NC1=NC(=Nc2cccc(Cl)c2)c2ccccc21	1%	-1%	-11%	13%	-2%	-3%	-9%	-14%	-6
Cc1cccc(NS(=O)(=O)c2cnc(Cl)c(Br)c2)n1	6%	2%	-3%	-21%	-17%	1%	-4%	-22%	-10
COc1cc2[nH]c(=O)n(CCCCCC(=O)NCCCN3CCCC3=O)c(=O)c2cc1OC	-6%	11%	-6%	-2%	-4%	-2%	29%	11%	-6
COc1ccc(CN2CCNC(=O)C2CC(=O)NCc2cccc(C)n2)c(OC)c1 (stereo not drawn)	-17%	-6%	0%	1%	-9%	-1%	4%	-9%	-2
CC1(C)OC(=O)N(CC(=O)Nc2ccccc2)C1(C)O (stereo not drawn)	-4%	6%	4%	-13%[11.4 µM]	-4%	-4%	-8%	-14%	-2
COc1cc(CNCCc2c[nH]c3ccccc23)cc(Cl)c1OCC(N)=O	8%	6%	-6%	-27%	-12%	-6%	4%[57.1 µM]	21%[57.1 µM]	-1
Cc1ccc(CSCCNC(=O)c2ccc(C)cc2)cc1	8%	-2%	2%	27%	-13%	-1%	-5%[57.1 µM]	2%[57.1 µM]	-3
CCN(CC)c1ccc(NS(=O)(=O)c2ccc3c(c2)oc(=O)n3C)c(C)c1	-2%	15%	-1%	-32%	-17%	-1%	16%[57.1 µM]	24%[57.1 µM]	15
COc1cccc(-n2cnc3scc(-c4cccs4)c3c2=O)c1	0%	0%	-12%	-25%	-13%	-3%	7%[57.1 µM]	6%[57.1 µM]	-11
CC(=O)c1c(C)[nH]c(C(=O)Nc2cc(S(=O)(=O)N(C)C)ccc2C)c1C	15%	8%	-3%	17%	-2%	3%	4%[57.1 µM]	29%[57.1 µM]	-6
